# ATXN2 expr inh – reduces ATXN2 reporter expression in HEK-293 cells; HEK-293 ATXN2-luciferase reporter, luminescence, 24 h; Potency, µM (top dose mostly 57 µM), for inactives: at the top dose activity change, negative = inhibition, most hits filed as inhibitors; 0.72% of 360,000 active; AID 1745845; further: potency means the concentration at half of the fitted maximal effect; on the % scale 0 is the no-effect control and ±100 the full control effect; nearly all actives have a fitted effect of over 55% in size
#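 ATXN2-luciferase reporter cells (luciferase flanked by upstream and downstream ATXN2 gene portions) were treated 24 h at 37 °C with compounds at up to 57 uM. SteadyGlo luminescence gave expression; GF-AFC fluorescence gave viability.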
# TGFb inhibitor – TGF-b pathway inhibition; AID 588855; Potency, µM (doses to about 46.1 µM), without a hit: top-dose activity, negative = inhibition, hits mostly inhibitors; HepG2 CAGA-GFP TGF-b/SMAD3 reporter, GFP fluorescence, 18 h; TGF-beta stimulated, 500 pg/mL final; 1.2% of 410,000 active; further: potency means the concentration at half of the fitted maximal effect; on the % scale 0 is the no-effect control and ±100 the full control effect; nearly all actives have a fitted effect of over 65% in size
#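 Inhibition of TGF-beta-driven CAGA-GFP reporter expression in HEPG2 cells is measured by cellular GFP fluorescence after 18 h stimulation with 500 pg/mL recombinant TGF-beta in 1% FBS medium at 37 degrees C.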
# A549 viability – kills or reduces viability of A549 cells in Nrf2 counter-screen. 0.16% of 390,000 active. Potency, µM (titrated, usually from 46 µM), inactives show top-dose activity change, negative = cytotoxicity, usual class: inhibitors. AID 504648. A549 ARE-Fluc cells, CellTiter-Fluor viability, 18-24 h; further: potency means the concentration at half of the fitted maximal effect; on the % scale 0 is the no-effect control and ±100 the full control effect
#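 Cytotoxicity counterscreen: CellTiter-Fluor fluorescence was measured in A549 ARE_Fluc cells after 18-24 h of compound exposure in a concentration series. The subsequent BugLite luminescent read reports ARE-luciferase activity.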
# EPAC2 agonist – agonists of human EPAC2 (RAPGEF4) | EPAC2 activation, biochemical qHTS; response scale: 100% = 6.5 mM cAMP response | Potency, µM (highest dose often 154 µM), for the others: top-dose activation, actives largely listed as activators | Q8WZA2 | 0.079% of 360,000 active; further: potency means the concentration at half of the fitted maximal effect; nearly all actives have a fitted effect of over 50% in size
# Target sequence (Q8WZA2 whole entry, looked up): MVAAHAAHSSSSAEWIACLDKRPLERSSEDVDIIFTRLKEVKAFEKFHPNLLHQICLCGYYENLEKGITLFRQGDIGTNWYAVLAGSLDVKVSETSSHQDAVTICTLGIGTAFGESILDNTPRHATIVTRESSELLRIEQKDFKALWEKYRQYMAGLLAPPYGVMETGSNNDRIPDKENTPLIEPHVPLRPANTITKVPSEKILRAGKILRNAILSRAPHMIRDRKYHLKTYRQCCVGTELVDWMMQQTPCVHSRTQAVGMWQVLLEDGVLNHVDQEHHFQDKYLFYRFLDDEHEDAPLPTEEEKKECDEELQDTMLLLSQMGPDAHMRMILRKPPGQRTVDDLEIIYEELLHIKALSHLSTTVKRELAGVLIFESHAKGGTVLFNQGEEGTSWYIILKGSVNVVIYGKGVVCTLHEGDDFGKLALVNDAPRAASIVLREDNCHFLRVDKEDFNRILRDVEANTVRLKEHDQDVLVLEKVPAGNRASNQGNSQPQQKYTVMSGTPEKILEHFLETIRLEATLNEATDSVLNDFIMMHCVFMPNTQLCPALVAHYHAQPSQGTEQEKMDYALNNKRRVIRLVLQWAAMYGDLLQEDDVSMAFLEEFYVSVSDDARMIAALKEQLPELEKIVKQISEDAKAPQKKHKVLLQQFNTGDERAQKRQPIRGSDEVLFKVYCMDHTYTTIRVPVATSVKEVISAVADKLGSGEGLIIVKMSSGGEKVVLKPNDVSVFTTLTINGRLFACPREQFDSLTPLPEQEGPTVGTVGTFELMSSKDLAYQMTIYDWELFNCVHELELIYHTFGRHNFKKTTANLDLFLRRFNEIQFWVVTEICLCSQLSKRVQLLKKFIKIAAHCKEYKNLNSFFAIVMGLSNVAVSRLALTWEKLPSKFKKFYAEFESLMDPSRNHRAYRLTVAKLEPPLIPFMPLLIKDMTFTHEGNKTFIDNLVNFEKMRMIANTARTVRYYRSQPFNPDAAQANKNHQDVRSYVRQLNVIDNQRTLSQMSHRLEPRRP
#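 Exchange assay: 100 nM EPAC2 with 250 nM Rap1B-BODIPY-GDP and 50 uM GDP. Fluorescence (ex 480/em 540 nm) read every 5 min for 30 min at room temperature. Data normalized to 6.5 mM cAMP as agonist control.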
# ATXN viability – viability counter-screen for ATXN expression inhibitors | S2 cells (HEK-293 line with an ATXN2-luciferase reporter) viability, CellTiter-Fluor protease fluorescence, 24 h | Potency, µM (doses to about 56.7 µM), hits mostly cytotoxic | 0.49% of 400,000 active | AID 651635; further: potency means the concentration at half of the fitted maximal effect; nearly all actives have a fitted effect of over 40% in size
# Nrf2 ARE act – Nrf2 pathway activation | 0.31% of 410,000 active | Potency, µM (series often up to 46.1 µM), for inactives: at the top dose activation, most hits filed as activators | AID 624171 | AREc32 ARE-luciferase reporter (MCF7-derived line), luminescence, 24 h; further: potency means the concentration at half of the fitted maximal effect; % of control where 0% means no effect; nearly all actives have a fitted effect of over 65% in size
#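 Each well held 1000 AREc32 cells, which were incubated with compound for 24 hr at 37 deg C after overnight attachment, and ARE reporter activity was quantified by firefly luciferase luminescence.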
# HepG2 tox – HepG2 cytotoxicity, counter-screen for TGF-b inhibitors; HepG2 CAGA-GFP viability, ATP luminescence, 18 h; Potency, µM (doses to about 46.1 µM), without a hit: at the highest dose activity change, negative = cytotoxicity, hits mostly cytotoxic; 0.76% of 410,000 active; further: potency means the concentration at half of the fitted maximal effect; some results filed as inactive show a strong effect at the top dose
#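 HepG2 CAGA-GFP cells (1000/well, DMEM with 1% FBS) received compound, then TGF-beta at 500 pg/mL final, and were incubated 18 hours at 37 degrees C. Viability was read by CellTiter-Glo luminescence. Media-only wells were set as complete cell-killing and DMSO as no toxicity.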
# IL2 activator – activates IL-2 in a cell-based reporter assay | IL-2 activation reporter assay, cell-based qHTS; stimulated with anti-CD3/CD4/CD28 beads; in transgenic mouse T cells | activation, % (series mostly up to about 46 µM) | 0.065% of 360,000 active; in the data active means activation above about 50%; inconclusive means mostly about 30% to 49%; further: 0% is about no effect
#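 Unstimulated transgenic mouse T cells preincubated 60 min with compound, then stimulated with anti-CD3/anti-CD4-coated beads plus anti-CD28 for 18 h at 37 degrees C. IL-2 response read as EGFP and DsRed fluorescence by plate cytometry.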
# Nrf2 inh – Nrf2 pathway inhibition; A549 ARE-Fluc reporter, luciferase luminescence, 18-24 h; Potency, µM (series often up to 46 µM), for the others: at the highest dose activity change, negative = inhibition, hits mostly inhibitors; 2.1% of 360,000 active; AID 504444; further: potency means the concentration at half of the fitted maximal effect; on the % scale 0 is the no-effect control and ±100 the full control effect; nearly all actives have a fitted effect of over 60% in size
#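 Nrf2 function is reported as luminescence of an ARE-controlled luciferase in A549 cells. Compounds were tested at several concentrations, and a CellTiter-Fluor read on the same wells flagged cytotoxicity.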
# * marks the source's active call; other numbers are inactive results; i = inactive; ? = inconclusive; nt = no result given; & = joins results of further samples; [ ] = dose if it differs, or a comment. Unless noted, the call rests on the fitted dose curve; in most records, active means well fitted curve in the direction sought with a large enough effect; inconclusive means small, poorly fitted or top-dose-only effect, or another doubt; inactive means no such curve, though single readings can be large; an effect the other way counts as inactive or inconclusive.
SMILES,ATXN2 expr inh,TGFb inhibitor,A549 viability,EPAC2 agonist,ATXN viability,Nrf2 ARE act,HepG2 tox,IL2 activator,Nrf2 inh
Cc1ccccc1-n1c(C)cc(/C=N/NC(=O)c2ccc(CN3CCOCC3)cc2)c1C,-1%,-10%,16%,-2%,i,0.2%,-3%,1.4,-14%
CCN(CC)CCN(C(=O)c1ccc(S(=O)(=O)N2CCOCC2)cc1)c1nc2cc3c(cc2s1)OCCO3,3%,5%,5%,26%,i,-0.4%,1%,0.1,21%
CCC(=O)c1ccc(OCC(=O)OCC(=O)Nc2ccc(C)c(S(=O)(=O)N3CCCCC3)c2)cc1,nt,0%,-1%,-1%,i,0.0%,0%,0.0,18%
CC(=O)c1ccc(S(=O)(=O)N2CCNCC2)cc1,4%,-2%,-2%,9%,i,0.4%,1%,-2.2,-8%
O=C(Nc1cccc(C(F)(F)F)c1)c1cc(Br)cc2c1OCC2,0%,-13%,1%,6%,i,?,7%,-3.3,9%
CCOc1ccc(N2C(=O)CN=C2Nc2ccccc2F)cc1,3%,-1%,-3%,?,i,-0.2%,-4%,-0.6,1%
CCOC(=O)C1CCCN(C(=O)c2nn(-c3ccc(OC)cc3)c(=O)c3c2c2ccccc2n3C)C1 (stereo not given),-14%,-13%,-1%,nt,?,6.5%,-4%,nt,2%
O=C(CCC(=O)OCc1ccc([N+](=O)[O-])cc1Cl)Nc1ccccc1,6%,-5%,0%,-1%,i,0.0%,0%,-0.4,2%
O=C(CS(=O)(=O)c1ccccc1)Nc1nc2ccccc2s1,17%,6%,17%,-5%,i,18%,2%,-3.1,?
O=C(CNC(=O)OCc1ccccc1)NC1(C(=O)O)CCCC1,6%,1%,-1%,3%,i,0.2%,8%,-3.7,1%
CCN(C(=O)c1cn(-c2cccc(OC)c2)c(=O)c2ccccc12)c1ccccc1C,nt,-9%,-5%,nt,nt,0.2%,0%,nt,-7%
CC(C)(C)OC(=O)C[C@H]1C/C=C\C[C@H](CC(=O)N(CCO)Cc2ccccc2)C(=O)N[C@@H](Cc2ccccc2)COC1=O,-10%,24%,4%,-3%,i,-1.0%,2%,-1.1,4%
Cc1ccc(Oc2nnc(-c3cccs3)c3ccccc23)cc1C,-16%,-2%,-8%,10%,i,0.7%,27%,-0.5,18µM*
CCN1/C(=C/C=C/C=C/C=C/c2sc3ccccc3[n+]2CC)Sc2ccccc21,?,?,?,10%,?,1.6%,-16%,-3.9,21µM*
CCN1CCN(S(=O)(=O)c2ccc(-c3cc(C)no3)s2)CC1,0%,0%,0%,-2%,i,-0.1%,-7%,-0.4,?
N#Cc1c(N)n(-c2ccccc2)c(=O)c2cc([N+](=O)[O-])ccc12,-20%,23%,-18%,-12%,nt,-0.4%,19%,1.4,-11%
COc1cccc(/C=C/C(=O)OCC(=O)NCCCc2ccccc2)c1OC,-1%,-7%,-1%,1%,i,3.5%,4%,2.6,3%
O=C(NNC1=NS(=O)(=O)c2ccccc21)C1CC(=O)N(c2ccccc2)C1 (stereo not given),-12%,-7%,10%,9%,i,0.2%,3%,-2.5,-8%
CSc1ccc(OC2(C)CCN(Cc3ccc(-c4ccccn4)cc3)C2)cc1 (stereo not given),-17%,0%,nt,20%,i,0.4%,-28%,-0.6,nt
O=S(=O)(c1ccccc1)c1nc(-c2ccc(F)cc2)oc1NCc1ccccc1,-2%,143%[activator],-15%,nt,?,3.9%,108%,nt,9%
Cc1cccc(NC(=O)CNC(=O)c2ccccc2Cl)n1,7%,-4%,3%,9%,i,0.4%,-8%,-3.4,10%
Cn1nnc(C(O)CNCc2cccs2)n1 (stereo not given),1%,7%,-13%,7%,i,-0.2%,-28%,-0.5,5%
CCc1c(C)sc(NC(=S)Nc2cccnc2)c1C(=O)OC,-17%,8%,-2%,-8%,?,-0.5%,-15%,-2.6,10%
Cn1c(=O)[nH]c(=O)c2c1nc(Br)n2CC(O)COc1ccc(Cl)cc1 (stereo not given),nt,?,-9%,4%,?,3.3%,-43%,-0.9,-19%
Cc1cc(NS(=O)(=O)N(C)C)ccc1C(C)C,1%,11%,-4%,-11%,i,-0.3%,-22%,-1.9,6%

# Entries of single compounds, looked up by structure:
# O=C(CCC(=O)OCc1ccc([N+](=O)[O-])cc1Cl)Nc1ccccc1 as listed: ATXN2 expr inh = 6%; TGFb inhibitor = -5%; A549 viability = 0%; EPAC2 agonist = -1%; ATXN viability = i; Nrf2 ARE act = 0.0%; HepG2 tox = 0%; IL2 activator = -0.4; Nrf2 inh = 2%
# O=C(NNC1=NS(=O)(=O)c2ccccc21)C1CC(=O)N(c2ccccc2)C1 (stereo not given) as listed: ATXN2 expr inh = -12%; TGFb inhibitor = -7%; A549 viability = 10%; EPAC2 agonist = 9%; ATXN viability = i; Nrf2 ARE act = 0.2%; HepG2 tox = 3%; IL2 activator = -2.5; Nrf2 inh = -8%

# New compounds follow
SMILES,ATXN2 expr inh,TGFb inhibitor,A549 viability,EPAC2 agonist,ATXN viability,Nrf2 ARE act,HepG2 tox,IL2 activator,Nrf2 inh
O=C(NNC(=O)c1sc2cccc(Cl)c2c1Cl)Nc1ccccc1,5%,0%,-14%,11%,i,0.3%,-1%,0.6,?
Cc1ccc(C(=O)O/N=C2\CCCc3ccccc32)cc1,nt,-8%,2%,14%,nt,0.6%,-15%,0.5,6%
NC(=O)[C@@H]1CCNc2c(I)cc([N+](=O)[O-])cc2C(=O)N[C@@H](CCC(=O)O)C(=O)N[C@@H](CO)C(=O)N1,7%,6%,?,7%,?,-1.2%,-9%,-1.1,19%
O=C(NCc1ccccc1)C(=O)NCC(c1cccs1)S(=O)(=O)c1cccs1 (stereo not given),4%,2%,12%,nt,i,-0.3%,3%,nt,nt
Cc1ccc(S(=O)(=O)N2CCCCC2)cc1NC(=O)C1CC(=O)N(c2ccc3c(c2)OCCO3)C1 (stereo not given),-27%,?,-8%,16%,i,0.5%,0%,-7.2,?
CC(=O)NC(=S)Nc1ccc(S(=O)(=O)Nc2nc(C)cc(C)n2)cc1,6%,2%,19%,1%,i,0.4%,0%,-0.2,-19%
CCN(CC)C(=O)COc1ccc(-c2nnc(Nc3ccc(OC)c(C(=O)NC)c3)c3ccccc23)cc1,?,15%&-14%,-12%&-4%,8%,?,0.4%&8.6%,-8%&-37%,-4.3,?
Oc1ccc(/C=N/N2CCCCC2)cc1O,-13%,0%,-16%,1%,i,15%,-21%,0.2,1%
Cc1ccc(C(=O)CSc2ccc(-c3ccccc3)nn2)cc1,0%,-3%,4%,15%,i,1.2%,-9%,-2.0,18%
COc1ccc(Cn2c(C(F)(F)F)ccc(C(N)=O)c2=O)cc1,-5%,-16%,-4%,6%,i,15%,19%,-0.1,0%
CC1(C)Cc2c(cnn2-c2cccc(F)c2)C(NC(=O)c2cc[n+]([O-])cc2)C1 (stereo not given),-1%,0%,-1%,7%,i,0.5%,5%,-0.3,0%
COc1cc2nc(C3CCC3)n(NC(=O)C(OC(C)=O)c3ccccc3)c(=O)c2cc1OC (stereo not given),3%,3%,-3%,7%,i,0.0%,-10%,-0.7,3%
COc1ccc(C2CCCCCN2C(=O)C2CCN(S(=O)(=O)c3cccc(C(C)=O)c3)CC2)cc1 (stereo not given),-4%,-8%,2%,10%,i,-0.5%,-3%,2.5,3%
CCOc1ccc(CCNC(=O)CN2C(=O)COc3ccc(S(=O)(=O)N4CCC(C)CC4)cc32)cc1,5%,0%,-7%,nt,i,-0.9%,-23%,nt,1%
CN1CCC(=O)N([C@H](CO)c2ccccc2)CC1,33%[activator],8%,0%,-1%,i,0.0%,15%,-1.2,6%
Cc1cc(C)cc(Oc2nc(-c3ccccc3)cc(C)c2S(C)(=O)=O)c1,8%,2%,1%,15%,?,0.5%,-22%,-0.2,-17%
CCOc1cccc2sc(N(CCN(C)C)C(=O)c3ccc4ccccc4c3)nc12,-14%,-2%,-7%,14%,i,0.3%,-38%,-1.3,-15%
O=C(c1cc(-c2ccncc2)nc2ccccc12)N1CCN(Cc2ccccc2)CC1,-8%,-25%,-16%,18%,i,4.1%,-34%,1.1,-20%
COc1ccc(OC(=O)c2ccc(Cl)cc2)c(C(C)=O)c1,2%,-5%,11%,5%,i,0.6%,10%,-1.0,5%
COc1ccc(CN2CCNC(=O)C2CC(=O)NC2CCCC2)c(OC)c1 (stereo not given),nt,?,-4%,4%,i,5.5%,-17%,1.0,-1%
COCCNC(=O)C1(C)CCCN(C(=O)c2ccccc2F)C1 (stereo not given),5%,-7%,nt,4%,i,-1.1%,-11%,2.2,nt
O=C(CSc1nnc(-c2ccccc2Cl)o1)N1CCOCC1,30%,6%,-12%,8%,i,1.6%,9%,-0.2,?
O=C(/C=C/c1ccccc1)NNc1ccc(Cl)cc1,-33%,14%,-1%,-4%,i,-1.1%,1%,0.7,-17%
CCCCC(=O)Nc1cccc(C(=O)Nc2ccccc2C(=O)O)c1,-9%,-26%,0%,9%,i,-0.7%,4%,-0.3,3%
CCn1c(SCC(=O)NC2CCCC2)nc2c1c(=O)n(C)c(=O)n2C,27%,-21%,-2%,8%,i,0.0%,-4%,-0.3,6%
O=C(Nc1ccc(F)cc1)c1ccc(S(=O)(=O)N2CCOCC2)o1,-6%,-5%,-4%,-9%,i,4.4%,-69%,-1.0,14%
CC1(C)Cc2c(sc3c2C(=O)N(c2ccccc2)C2=NCCN23)CS1,-19%,-9%,0%,3%,i,1.0%,-24%,1.7,-13%
Cn1nc(C(=O)NC2=NCCS2)ccc1=O,5%,-14%,15%,6%,i,0.2%,8%,-1.9,nt
CC(C)CN(C(=O)CCNC(=O)c1ccccc1Cl)C1CCS(=O)(=O)C1 (stereo not given),4%,-5%,3%,10%,i,-0.8%,-6%,-0.5,-21%

# Source: PubChem (National Center for Advancing Translational Sciences (NCATS))
